Pf growth 96h – inhibits malaria parasite growth, 96 h; P. falciparum luciferase reporter growth, 96 h; Potency, µM (top dose mostly 28.7 µM), for inactives: at the top dose activity change, negative = inhibition, usual class: inhibitors; 320,000 tested, 6.9% active; AID 504834
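P. falciparum expressing integrated firefly luciferase grown in erythrocytes (2% hematocrit, 0.05% parasitemia final) with compounds for 96 hours at 37 C, 5% CO2. Growth inhibition read as loss of luminescence after adding luciferase detection reagent.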
Pf growth 48h – P. falciparum growth inhibition at 48 hours (one generation); P. falciparum luciferase growth in erythrocytes, 48 h; Potency, µM (top dose mostly 28.7 µM), inactives show at the highest dose activity change, negative = inhibition, hits mostly inhibitors; 310,000 tested, 5.9% active; AID 504832
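Firefly luciferase activity from engineered P. falciparum reports growth; inhibitors lower the luminescent signal. Cultures contained 2% hematocrit erythrocytes at 0.1% final parasitemia.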
LmPK inhibitor – inhibitors of Leishmania mexicana pyruvate kinase | Potency, µM (titrated, usually from 57.5 µM), without a hit: at the top dose activity change, negative = inhibition, hits mostly inhibitors | 290,000 tested, 0.37% active | purified LmPK, Kinase-Glo ATP luminescence, 1 h | Q27686
Target sequence (Q27686 whole entry, looked up): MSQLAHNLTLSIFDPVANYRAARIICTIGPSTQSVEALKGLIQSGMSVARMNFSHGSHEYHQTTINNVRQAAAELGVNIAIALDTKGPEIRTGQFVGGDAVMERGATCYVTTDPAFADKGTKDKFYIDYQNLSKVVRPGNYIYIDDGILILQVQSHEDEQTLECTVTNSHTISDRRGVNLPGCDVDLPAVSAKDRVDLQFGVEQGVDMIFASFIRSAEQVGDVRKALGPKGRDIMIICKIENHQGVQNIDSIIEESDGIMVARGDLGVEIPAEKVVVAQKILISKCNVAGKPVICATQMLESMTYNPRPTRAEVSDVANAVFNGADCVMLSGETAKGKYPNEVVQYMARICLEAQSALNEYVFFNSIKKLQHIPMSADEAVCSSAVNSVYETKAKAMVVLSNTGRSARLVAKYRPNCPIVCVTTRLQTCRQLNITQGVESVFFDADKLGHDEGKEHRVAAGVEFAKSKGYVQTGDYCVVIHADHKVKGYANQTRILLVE
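Purified LmPK (0.1 nM) converted ADP (0.1 mM) to ATP with PEP (0.5 mM) in imidazole buffer pH 7.2 with KCl and MgCl2, 1 h at room temperature. ATP was read by Kinase-Glo luminescence; data normalized to uninhibited and no-enzyme controls.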
Sm TGR block – blocks Schistosoma mansoni thioredoxin glutathione reductase | Q962Y6 | purified TGR, DTNB reduction, TNB absorbance 405 nm | Potency, µM (doses to about 114 µM), for inactives: top-dose activity change, negative = inhibition, most hits filed as inhibitors | 360,000 tested, 3% active | AID 485364; also: nearly all actives have a fitted effect of over 60% in size
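First, TGR (20 nM dispensed) and NADPH were mixed with compound. Second, a 15 min room-temperature incubation followed. Third, further NADPH and then DTNB were added to start the reaction. Finally, TNB absorbance was monitored kinetically.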
HCV inhibitor – HCV inhibition | 340,000 tested, 3.4% active | Huh7.5.1 HCVcc-Cre infection, luciferase reporter, 44 h | Potency, µM (highest dose often 41.8 µM), inactives show top-dose activity change, negative = inhibition, hits mostly inhibitors
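After 44 h co-culture of compound, cells and HCVcc-Cre (~0.5 moi), substrate is added for 15 min at room temperature and luciferase measured over 15 sec. Cells were seeded at 1,000/well and pre-cultured 4 h.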
Tb PYK inh – inhibitors of Trypanosoma brucei pyruvate kinase; Q57TT1; TbPYK enzyme, Kinase-Glo Plus ATP luminescence, 45 min; Potency, µM (highest dose often 76.8 µM), for inactives: at the highest dose activity, negative = inhibition, actives largely listed as inhibitors; 410,000 tested, 0.12% active; AID 624173; also: nearly all actives have a fitted effect of over 50% in size
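Readout: single end-point luminescence (Kinase-Glo Plus, 10 min). Reaction conditions were TbPYK/substrate plus 130 uM ADP, 45 min at RT, pH 7.2 TEA buffer. No-enzyme wells served as controls, and data were normalized before concentration-response fitting.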
Starred values were filed as active, the others as inactive; [ ] = remark or other dose. Calls follow the shape of the dose curve; as a rule, active = well fitted curve in the direction sought with a large enough effect; inconclusive = small, poorly fitted or top-dose-only effect, or another doubt; inactive = no such curve, though single readings can be large; an effect the other way counts as inactive or inconclusive. % is scaled to controls: 0 for no effect and ±100 for the full control effect; potency is read from the fitted curve at half-maximal effect.

The opening four records as a preview:
For CC1=CCC2C(=O)N(c3cc(C)on3)C(=O)C2C1 (stereo not given) the results were Pf growth 96h inconclusive, Pf growth 48h 9%, LmPK inhibitor 3%, Sm TGR block -2%, HCV inhibitor 1% and Tb PYK inh 3%.
Screening CCOC(=O)CNC(=O)c1sc(NC(=O)c2ccccc2)nc1C returned Pf growth 96h inconclusive, Pf growth 48h 13%, LmPK inhibitor -13%, Sm TGR block 0%, HCV inhibitor 1% and Tb PYK inh -6%.
`Cc1c(NC(=O)COC(=O)c2cc(-c3ccc(-c4ccccc4)cc3)nc3ccccc23)c(=O)n(-c2ccccc2)n1C` gave Pf growth 96h 0%, Pf growth 48h 100%[activator], LmPK inhibitor 4%, Sm TGR block -1%, HCV inhibitor -25% and Tb PYK inh -6%.
For O=C(NCCCN1CCCC1=O)Nc1ccccc1F the results were Pf growth 96h 11%, Pf growth 48h 42%[activator], LmPK inhibitor -6%, Sm TGR block 2%, HCV inhibitor 15% and Tb PYK inh -2%.

This part in full (from the top)
For CC1=CCC2C(=O)N(c3cc(C)on3)C(=O)C2C1 (stereo not given) the results were Pf growth 96h inconclusive, Pf growth 48h 9%, LmPK inhibitor 3%, Sm TGR block -2%, HCV inhibitor 1% and Tb PYK inh 3%.
Screening CCOC(=O)CNC(=O)c1sc(NC(=O)c2ccccc2)nc1C returned Pf growth 96h inconclusive, Pf growth 48h 13%, LmPK inhibitor -13%, Sm TGR block 0%, HCV inhibitor 1% and Tb PYK inh -6%.
`Cc1c(NC(=O)COC(=O)c2cc(-c3ccc(-c4ccccc4)cc3)nc3ccccc23)c(=O)n(-c2ccccc2)n1C` gave Pf growth 96h 0%, Pf growth 48h 100%[activator], LmPK inhibitor 4%, Sm TGR block -1%, HCV inhibitor -25% and Tb PYK inh -6%.
For O=C(NCCCN1CCCC1=O)Nc1ccccc1F the results were Pf growth 96h 11%, Pf growth 48h 42%[activator], LmPK inhibitor -6%, Sm TGR block 2%, HCV inhibitor 15% and Tb PYK inh -2%.
Screening CC(=O)c1ccc(NCCC(=O)c2ccccc2)cc1 returned Pf growth 96h -5%, Pf growth 48h 48%[activator], LmPK inhibitor 0%, HCV inhibitor 7% and Tb PYK inh 2%.
`COc1cccc(C2C(C(=O)c3ccc(C)o3)=C(O)C(=O)N2CCN2CCOCC2)c1` (stereo not given) gave Pf growth 96h -12%, Pf growth 48h inconclusive, LmPK inhibitor -9%, Sm TGR block -6%, HCV inhibitor 6% and Tb PYK inh 3%.
For COc1ccc(CC(=O)Nc2ccc(S(=O)(=O)NCC3CCCO3)cc2)cc1 (stereo not given) the results were Pf growth 96h inconclusive, Pf growth 48h -7%, LmPK inhibitor 5%, Sm TGR block 8%, HCV inhibitor inconclusive and Tb PYK inh -8%.
`Cn1cc(CCC(=O)NC2CC(C)(C)Cc3c2cnn3-c2ccc(F)cc2)cn1` (stereo not given) gave Pf growth 96h -9%, Pf growth 48h -5%, LmPK inhibitor -3%, Sm TGR block -14% and Tb PYK inh 7%.
COc1ccc(C(=O)NCCONC(=O)c2ccc(OC)cc2)cc1 was read as Pf growth 96h -3%, Pf growth 48h 68%[activator], LmPK inhibitor -3%, Sm TGR block -3%, HCV inhibitor 2% and Tb PYK inh -1%.
O=C(N/N=C/c1cn(-c2cccs2)nc1-c1ccccc1)c1ccc(O)cc1 was read as Pf growth 96h -22%, Pf growth 48h 0%, LmPK inhibitor -1%, Sm TGR block 4%, HCV inhibitor inconclusive and Tb PYK inh -4%.
`CCC(=O)Nc1cccc(-c2nc3ncccc3o2)c1C` gave Pf growth 96h inconclusive, Pf growth 48h inconclusive, LmPK inhibitor 7%, Sm TGR block inconclusive, HCV inhibitor 7% and Tb PYK inh 0%.
Cc1ccc(CSc2nnc(-c3ccco3)n2N)cc1 was read as Pf growth 96h -23%, Pf growth 48h 3%, LmPK inhibitor -11%, Sm TGR block -33%, HCV inhibitor 3% and Tb PYK inh 3%.
For CC(=O)Nc1nnc(SCC(=O)Nc2nc(C)cs2)s1 the results were Pf growth 96h -3%, Pf growth 48h 2%, LmPK inhibitor -3%, Sm TGR block -11% and Tb PYK inh -1%.
`CCOC(=O)c1c(C)oc2ccc(NS(=O)(=O)c3cccs3)cc12` gave Pf growth 96h -10%, LmPK inhibitor 0%, Sm TGR block -7%, HCV inhibitor -29% and Tb PYK inh 1%.
Screening O=C(c1cccnc1)N1CCN(S(=O)(=O)c2cccs2)CC1 returned Pf growth 96h 10%, Pf growth 48h -1%, LmPK inhibitor -8%, Sm TGR block -16%, HCV inhibitor 15% and Tb PYK inh 0%.
CCn1c(=O)n(CCc2ccccc2)c(=O)c2c3c(sc21)CCCC3 was read as Pf growth 96h inconclusive, LmPK inhibitor 1%, Sm TGR block 10%, HCV inhibitor -13% and Tb PYK inh -7%.
Screening CCOc1ccc(C(=O)NCC2CCCO2)cc1OCC (stereo not given) returned Pf growth 96h inconclusive, Pf growth 48h 18%, LmPK inhibitor 12%, Sm TGR block 19%, HCV inhibitor -1% and Tb PYK inh 1%.
Screening CC(C)(C)N1C(=O)NC(=O)/C(=C\c2ccc3c(c2)CCN3CCCCl)C1=O returned Pf growth 96h inconclusive, Pf growth 48h 4%, LmPK inhibitor 3%, Sm TGR block inconclusive, HCV inhibitor 14% and Tb PYK inh -11%.
COc1ccc(C(CC(=O)N2CCCC(C)C2)c2c(O)cc(OC)cc2OC)cc1 (stereo not given) was read as Pf growth 96h inconclusive, Pf growth 48h inconclusive, LmPK inhibitor 1%, Sm TGR block -1%, HCV inhibitor -6% and Tb PYK inh 0%.
Screening Nc1ncn(C2C[C@H](O)[C@@H](CO)O2)c(=O)n1 (stereo not given in full) returned Pf growth 96h -11%, Pf growth 48h -3% and Tb PYK inh -10%.
Screening Cc1ccc(NC(=O)CN(C)C(=O)COc2cc(F)ccc2[N+](=O)[O-])cc1 returned Pf growth 96h 39%[activator], Pf growth 48h 3%, LmPK inhibitor 5%, Sm TGR block 4%, HCV inhibitor -1% and Tb PYK inh -5%.
`CCC(=O)Nc1ccc2c(c1)C(=O)N(C1CCCCC1)C2=O` gave Pf growth 48h -29%, LmPK inhibitor 2%, Sm TGR block -12%, HCV inhibitor inconclusive and Tb PYK inh 1%.
For CN1CCN(c2ccc(NC(=O)c3ccc4c(c3)OCCO4)cc2)CC1 the results were Pf growth 96h -3%, Pf growth 48h 100%[activator], LmPK inhibitor -3%, HCV inhibitor 8% and Tb PYK inh 2%.
`COc1ccc(N=C2NC(=O)/C(=C\C=C\c3ccco3)S2)cc1` gave Pf growth 96h inconclusive, Pf growth 48h -6%, LmPK inhibitor 4%, HCV inhibitor -9% and Tb PYK inh -3%.
For O=C1CSC(c2cn(-c3ccccc3)nc2-c2cc3ccccc3oc2=O)N1Cc1cccnc1 (stereo not given) the results were Pf growth 96h inconclusive, LmPK inhibitor 5%, Sm TGR block -1%, HCV inhibitor inconclusive and Tb PYK inh 0%.
Cc1cc(C)n(CCCNC(=O)Cn2nnnc2CN2C[C@@H](C)O[C@@H](C)C2)n1 was read as Pf growth 96h -27%, Pf growth 48h 24%, LmPK inhibitor 8%, Sm TGR block -3%, HCV inhibitor 7% and Tb PYK inh -1%.
O=C(COC(=O)/C=C/c1ccccc1)NNC(=O)c1ccccc1F was read as Pf growth 96h 19%, Pf growth 48h -22%, Sm TGR block 2%, HCV inhibitor 15% and Tb PYK inh 0%.
For CCn1nnc(NC(=O)c2c(OC)cccc2OC)n1 the results were Pf growth 96h 29%, Pf growth 48h 0%, LmPK inhibitor -2%, Sm TGR block 0%, HCV inhibitor 13% and Tb PYK inh -4%.
`O=C(O)c1ccc(Cn2c(SCc3cc(=O)n4cc(Br)ccc4n3)nc3ccsc3c2=O)cc1` gave Pf growth 96h 31%[1.15 µM], Pf growth 48h 13%, LmPK inhibitor 2% and Sm TGR block -8%.
`Cc1cc(NS(=O)(=O)c2ccc(NC(=O)NC3CCCCC3)cc2)no1` gave Pf growth 48h 19%, LmPK inhibitor -2%, Sm TGR block -24%, HCV inhibitor 10% and Tb PYK inh -2%.
For Fc1cccc(Nc2ncnc3sc4c(c23)CCC4)c1 the results were Pf growth 96h -81%, Pf growth 48h 9%, LmPK inhibitor 3%, Sm TGR block inconclusive, HCV inhibitor inconclusive and Tb PYK inh 6%.
Screening Cc1nc(NS(=O)(=O)c2ccccc2)sc1C(=O)NN returned Pf growth 96h 5%, Pf growth 48h 6%, LmPK inhibitor -3%, Sm TGR block -12%[57.1 µM], HCV inhibitor 4% and Tb PYK inh 5%.
COC(C[C@H]1O[C@H]1[C@@H](O)[C@@H](C)OCc1ccccc1)OC was read as Pf growth 96h 61%[activator], Pf growth 48h 40%[activator], LmPK inhibitor 2%, Sm TGR block -2%, HCV inhibitor 12% and Tb PYK inh -3%.
Screening COc1cc(OC)cc(C(=O)N[C@H](C(=O)Nc2cc(F)ccc2C)C(C)C)c1 returned Pf growth 96h -29%, Pf growth 48h inconclusive, LmPK inhibitor 4%, Sm TGR block 5%, HCV inhibitor -6% and Tb PYK inh 3%.
Screening CCCCCc1ccc(-c2ccc(/C=C/C(N)=O)cc2)nc1 returned Pf growth 96h -10%, Pf growth 48h 58%[activator], LmPK inhibitor 1%, Sm TGR block -1%, HCV inhibitor 16% and Tb PYK inh -1%.
Screening CCN1CCN(C(=O)c2ccc(N3CC4CC(C3)c3cccc(=O)n3C4)c(NC(=O)c3cc(OC)cc(OC)c3)c2)CC1 (stereo not given) returned Pf growth 96h 0%, Pf growth 48h inconclusive, LmPK inhibitor -4%, Sm TGR block -4%, HCV inhibitor 6% and Tb PYK inh 21%.
Screening O=C(Nc1ccccc1F)c1ccccc1-c1ccc(C(F)(F)F)cc1 returned Pf growth 96h 7%, Pf growth 48h 11%, LmPK inhibitor 0%, Sm TGR block 26%, HCV inhibitor 3% and Tb PYK inh 0%.
Screening Cc1nc2ccccn2c1CN(C)C(=O)C1CCC(=O)N(CCc2cccc(F)c2)C1 (stereo not given) returned Pf growth 96h inconclusive, Pf growth 48h -16%, LmPK inhibitor -8%, Sm TGR block 5%, HCV inhibitor -20% and Tb PYK inh 2%.
Screening CCn1cc(CNC(=O)/C=C/c2cnn(C)c2)c(C)n1 returned Pf growth 96h 2%, Pf growth 48h 25%, LmPK inhibitor 2%, Sm TGR block 1%, HCV inhibitor 25% and Tb PYK inh -7%.
CC(=O)CC(=O)Nc1ccc(Cl)cn1 was read as Pf growth 96h inconclusive, Pf growth 48h 35%[activator], LmPK inhibitor 1%, HCV inhibitor 17% and Tb PYK inh -5%.
Cc1ccccc1C(=O)NNC(=S)Nc1cccc(C(F)(F)F)c1 was read as Pf growth 96h inconclusive, Pf growth 48h 13%, LmPK inhibitor -5%, Sm TGR block -18%, HCV inhibitor inconclusive and Tb PYK inh -8%.
For COc1cccc(CNCc2ccccc2Br)c1OC the results were Pf growth 96h 9.3µM*, Pf growth 48h 3%, LmPK inhibitor 6%, Sm TGR block inconclusive, HCV inhibitor inconclusive and Tb PYK inh 16%.

Screening results deposited in PubChem BioAssay by National Center for Advancing Translational Sciences (NCATS).
